Screens: PubChem, several laboratories
PP1 counter: PP1-alpha (human) inhibition in PP5 counter-screen; purified PP1alpha, OMFP fluorescence; inhibition, % at 6.7 µM; 320,000 compounds, 0.9% hits; P62136;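 active = inhibition above the mean inhibition of all tested compounds plus 3 SD, computed separately for each screening campaign, cut at about 15% in these data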
Target sequence (P62136 whole entry, looked up): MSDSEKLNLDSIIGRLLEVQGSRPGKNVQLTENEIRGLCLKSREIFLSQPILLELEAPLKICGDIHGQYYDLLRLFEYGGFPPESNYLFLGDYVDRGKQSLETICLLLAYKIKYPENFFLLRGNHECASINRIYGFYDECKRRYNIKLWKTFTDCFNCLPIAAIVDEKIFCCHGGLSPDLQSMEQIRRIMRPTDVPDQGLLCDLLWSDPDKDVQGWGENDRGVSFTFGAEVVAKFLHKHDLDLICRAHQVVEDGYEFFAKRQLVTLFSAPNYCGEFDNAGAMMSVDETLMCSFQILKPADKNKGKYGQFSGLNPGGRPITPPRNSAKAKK
proCasp3 act: activates human procaspase-3. recombinant procaspase-3 D3A, Ac-DEVD-pNA absorbance 405 nm. activation, % at 8.5 µM. 330,000 compounds, 0.11% hits;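 active = activation above the mean of all tested compounds plus 3 SD, cut at about 21% in these data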;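 also: 0% = DMSO alone and 100% = DMSO wells spiked with extra 5 µM PC-3 D3A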
Target sequence (P42574 whole entry D9A/D28A/D175A): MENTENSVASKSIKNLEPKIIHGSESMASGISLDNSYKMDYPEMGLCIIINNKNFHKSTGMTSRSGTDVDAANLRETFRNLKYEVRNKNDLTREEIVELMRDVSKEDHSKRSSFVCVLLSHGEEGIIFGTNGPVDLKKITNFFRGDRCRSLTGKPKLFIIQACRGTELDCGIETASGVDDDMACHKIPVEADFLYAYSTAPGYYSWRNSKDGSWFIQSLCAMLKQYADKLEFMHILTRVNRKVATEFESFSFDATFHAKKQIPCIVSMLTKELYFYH
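Assay system: Autoprocessing-dead procaspase-3 D3A mutant enzyme; also added: Ac-DEVD-pNA; doses: one concentration, 8.5 µM nominal, 0.8% DMSO; times: 1 h compound preincubation, 2 h substrate hydrolysis at 25 °C; technique: 405 nm absorbance of p-nitroaniline, reads at 0 and 120 min; measure: % activation between DMSO and enzyme-spiked controls; repeats: single replicate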
Fh CTSL1 inh: blocks F. hepatica cathepsin L1 in PFM18AAP counter-screen. 300,000 compounds, 0.49% hits. inhibition, % at 5.96 µM. recombinant F. hepatica cathepsin L1, Z-Leu-Arg-MCA fluorescence;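 active = inhibition above the mean of all tested compounds plus 3 SD, set per screening campaign, cut at about 17% in these data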;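 also: 0% = plate median of test compound wells and 100% = 1 µM Z-Phe-Ala-diazomethylketone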
core dimer inh: blocks dimerization of HCV core protein; 300,000 compounds, 0.33% hits; AID 1899; inhibition, % at 5 µM; TR-FRET GST/Flag-core106 dimerization, 1536-well;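 active = inhibition above the mean of all tested compounds plus 3 SD, set per screening campaign, cut at about 45% in these data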
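Assay system – GST-tagged and Flag-tagged HCV core protein residues 1-106 · Quantity – core106 proteins, GST 13.5 nM and Flag 17 nM · Benchmarks – unlabelled core106 and no-GST-core106 wells · Read-out basis – percent inhibition of core106 dimerization signal · Detection – time-resolved FRET, ex 340 nm, em 617 and 671 nm · Schedule – 4 h at 22.5 °C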
TPT1 inh: inhibitors of Candida albicans tRNA 2'-phosphotransferase TPT1; recombinant caTPT1, FP RNA substrate dephosphorylation; inhibition, % at 5 µM; 300,000 compounds, 0.81% hits;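 active = inhibition above the mean of all tested compounds plus 3 SD, set per screening campaign, cut at about 24% in these data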;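 also: plate controls were DMSO alone for no effect and ferristatin control at 100 nM for full effect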
Efflux pump inh: blocks antifungal efflux pumps in multiplex yeast assay | 330,000 compounds, 0.44% hits | AID 485275 | S. cerevisiae Candida pump triplex, Nile Red efflux | inhibition, % at 10 µM;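 active = plate passing quality check with inhibition over a set limit, or well fluorescence over plate mean plus 4 SD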;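 also: Nile Red retained in pooled yeast measured as flow cytometry median fluorescence; 0% = buffer negative control and 100% = Enniatin B positive control; higher means more Nile Red kept so more efflux inhibition; some compounds called inactive have numbers as strong as hits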
JMJD2C inh: inhibitors of human GASC-1 (JMJD2C) demethylase. Q9H3R0. GST-JMJD2C(1-420) H3K9me3 demethylation, DELFIA europium. inhibition, % at 2.35 µM. 330,000 compounds, 0.069% hits. AID 2099;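 active = more than half of a compound's replicate wells show inhibition beyond 50%, single wells judged on their own value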;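 also: signal counts dimethyl H3K9 product captured on neutravidin plate; 0% = median of DMSO wells and 100% = 0.3 times that DMSO median; strong numbers were not always called active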
procasp7 counter: counter-screen: procaspase-7 (human) activation; recombinant procaspase-7, Ac-DEVD-pNA absorbance 405 nm; D23A/D198A/D206A triple mutant, cannot self-cleave; scale: DMSO 0, 5 µM enzyme 100; activation, % at 8.5 µM; 330,000 compounds, 0.093% hits; AID 463210;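 active = percent activation above the screen-wide mean plus 3 SD, cut at about 25% in these data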
Target sequence (P55210 whole entry D23A/D198A/D206A): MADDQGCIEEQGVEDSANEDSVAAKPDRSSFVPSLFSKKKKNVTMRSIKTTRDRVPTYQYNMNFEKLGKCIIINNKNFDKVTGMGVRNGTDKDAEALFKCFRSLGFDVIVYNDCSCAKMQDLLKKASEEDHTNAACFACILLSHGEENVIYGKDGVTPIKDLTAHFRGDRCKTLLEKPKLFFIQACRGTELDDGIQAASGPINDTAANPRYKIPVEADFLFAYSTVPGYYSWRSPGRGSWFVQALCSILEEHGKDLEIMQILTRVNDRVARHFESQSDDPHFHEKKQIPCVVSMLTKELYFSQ
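Assay system – Uncleavable procaspase-7 mutant enzyme · Quantity – 2 µM procaspase-7 mutant as dispensed · Times – 1 h preincubation, 2 h reaction · Dosing – single nominal 8.5 µM compound dose, 0.8% DMSO final · Buffer or medium – Zinc-free 50 mM HEPES buffer, pH 7.4, with NaCl and Triton X-100 · Detection – Epi-absorbance of released pNA at 405 nm, two timepoints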
PP5 primary: blocks human protein phosphatase 5 activity. P53041. purified PP5c, OMFP substrate fluorescence. inhibition, % at 6.7 µM. 320,000 compounds, 0.18% hits;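 active = inhibition above the campaign's mean inhibition across all tested compounds plus 3 SD, cut at about 9.5% in these data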;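 also: 0% = DMSO only and 100% = 100 µM cantharidin control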
Numbers without * were called inactive; & = joins results of further samples.

For CC(=O)Nc1ccc(NC(=O)C2CC(=O)N(c3cccc(Cl)c3)C2)cc1 (stereo not given) the results were PP1 counter -4, proCasp3 act -4, Fh CTSL1 inh -2, core dimer inh -4, TPT1 inh 3, Efflux pump inh 0.3, JMJD2C inh 13, procasp7 counter -3 and PP5 primary -0.1.
Cc1ccn(CC(=O)NC2CCCN(Cc3ccc(CC(C)C)cc3)C2)n1 (stereo not given) was read as PP1 counter -3, proCasp3 act -3, Fh CTSL1 inh 0, core dimer inh 0, TPT1 inh -4, Efflux pump inh 0.0, JMJD2C inh -8, procasp7 counter 3 and PP5 primary -0.6.
For CCOC(=O)N1CCN(C(=O)C2CCCN(S(=O)(=O)c3cc(C)ccc3OC)C2)CC1 (stereo not given) the results were PP1 counter -2, proCasp3 act 0, Fh CTSL1 inh -2, core dimer inh -2, TPT1 inh 0, Efflux pump inh -0.1, JMJD2C inh -1, procasp7 counter 5 and PP5 primary -0.4.
Cc1ccccc1-n1c(C)nnc1SCC(=O)N1CCc2ccccc2C1 was read as PP1 counter -1, proCasp3 act 11, Fh CTSL1 inh 4, core dimer inh -9, TPT1 inh -4, Efflux pump inh -0.1, JMJD2C inh 22, procasp7 counter -5 and PP5 primary 1.8.
For C/C=C/c1ccc(OCC(=O)NCc2ccccc2OC)c(OC)c1 the results were PP1 counter -5, proCasp3 act 7, Fh CTSL1 inh -5, core dimer inh 8, TPT1 inh -2, Efflux pump inh -0.1, JMJD2C inh -2, procasp7 counter 6 and PP5 primary -1.8.
`CCCOC(=O)c1c(NC(=O)/C=C/c2cnn(C)c2C)sc(C(=O)OC)c1C` gave PP1 counter -1, proCasp3 act 3, Fh CTSL1 inh -1, core dimer inh 1, TPT1 inh -1, Efflux pump inh 0.0, JMJD2C inh 3, procasp7 counter 5 and PP5 primary 1.8.
`CCCn1ccc2c(OCC(=O)Nc3ccc(NC(C)=O)cc3)cccc2c1=O` gave PP1 counter -1, proCasp3 act 0, Fh CTSL1 inh 0, core dimer inh 1, TPT1 inh 2, Efflux pump inh 0.0, JMJD2C inh 54, procasp7 counter 3 and PP5 primary 0.8.
Screening Cc1[nH]c2ccccc2c1C(=O)C(=O)N1CC(C)OC(C)C1 (stereo not given) returned PP1 counter -3, proCasp3 act 7, Fh CTSL1 inh 2, core dimer inh -3, TPT1 inh 0, Efflux pump inh -0.1, JMJD2C inh 6, procasp7 counter -1 and PP5 primary 2.7.
For COc1cc(/C=N/n2nnnc2N)ccc1OCC#N the results were PP1 counter -3, proCasp3 act -11, Fh CTSL1 inh 1, core dimer inh -10, TPT1 inh 3, Efflux pump inh 0.3, JMJD2C inh -7, procasp7 counter 3 and PP5 primary 4.1.
`COc1ccccc1CC(=O)NNS(=O)(=O)c1cccc([N+](=O)[O-])c1` gave PP1 counter -2, proCasp3 act -8, Fh CTSL1 inh -4, core dimer inh -4, TPT1 inh 4, Efflux pump inh 0.0, JMJD2C inh -30, procasp7 counter -9 and PP5 primary 0.5.
For COc1ccc(C(=O)NC2CCN(S(=O)(=O)c3ccc(C)cc3)CC2)cc1 the results were PP1 counter 1, proCasp3 act 1, Fh CTSL1 inh 3, core dimer inh 1, TPT1 inh -2, Efflux pump inh 0.0, JMJD2C inh 0, procasp7 counter -5 and PP5 primary 0.2.
CCOC(=O)N1CCN(C(=O)COC(=O)C2CCN(S(=O)(=O)c3c(C)c(C)cc(C)c3C)CC2)CC1 was read as PP1 counter -1, proCasp3 act 9, Fh CTSL1 inh 5, core dimer inh 5, TPT1 inh 0, Efflux pump inh -0.1, JMJD2C inh -1, procasp7 counter 6 and PP5 primary 0.1.
Screening CC(Oc1ccccc1)C(=O)N/N=C/c1ccccn1 (stereo not given) returned PP1 counter -4, proCasp3 act 0, Fh CTSL1 inh 4, core dimer inh -10, TPT1 inh 0, Efflux pump inh 0.0, JMJD2C inh 4, procasp7 counter 4 and PP5 primary 2.7.
For COc1ccc(Nc2nnc(-c3ccc(C(=O)NCCO)cc3)c3ccccc23)cc1 the results were PP1 counter -8, proCasp3 act -1, Fh CTSL1 inh 11, core dimer inh -6, TPT1 inh -3, Efflux pump inh 0.0, JMJD2C inh -16, procasp7 counter 2 and PP5 primary -3.8.
`CCCCn1c(N)c(N(CC(C)C)C(=O)c2cc3c(s2)CCCCC3)c(=O)[nH]c1=O` gave PP1 counter -1, proCasp3 act -9, Fh CTSL1 inh -3, core dimer inh 5, TPT1 inh 0, Efflux pump inh 0.0, JMJD2C inh -16, procasp7 counter 9 and PP5 primary 1.4.
Screening O=C1CSC(c2cccc([N+](=O)[O-])c2)N1c1ccc(O)cc1 (stereo not given) returned PP1 counter 2, proCasp3 act 0, Fh CTSL1 inh 0, core dimer inh -4, TPT1 inh -2, Efflux pump inh -0.1, JMJD2C inh 6, procasp7 counter 2 and PP5 primary 2.8.
CC(=O)N1[C@H](C)C=C[C@]1(Cc1ccccc1)C(=O)NCc1cc(F)cc(C(F)(F)F)c1 was read as PP1 counter 4, proCasp3 act 12, Fh CTSL1 inh 4, core dimer inh 1, TPT1 inh 3, Efflux pump inh 0.0, JMJD2C inh 3, procasp7 counter -7 and PP5 primary 1.1.
Screening Cc1ccc(N=Cc2cc(Br)cc(Cl)c2O)cc1 returned PP1 counter 0, proCasp3 act -3, Fh CTSL1 inh 0, core dimer inh -5, TPT1 inh -9, Efflux pump inh -0.2, JMJD2C inh 4, procasp7 counter -11 and PP5 primary 3.2.
Screening c1ccc(NNC2=NCCCCC2)cc1 returned PP1 counter 1, proCasp3 act 11, Fh CTSL1 inh -2, core dimer inh -4, TPT1 inh -3, Efflux pump inh 0.0, JMJD2C inh -11, procasp7 counter 4 and PP5 primary 0.3.
O=C(c1ccco1)N1C2C=CC(C2)C1(C(F)(F)F)C(F)(F)F (stereo not given) was read as PP1 counter 0, proCasp3 act 4, Fh CTSL1 inh -2, core dimer inh -8, TPT1 inh -3, Efflux pump inh -0.1, JMJD2C inh -2, procasp7 counter 3 and PP5 primary 1.8.
For CCc1cc(C(=O)N2CCN(c3ccccn3)CC2)sc1C the results were PP1 counter 1, proCasp3 act 4, Fh CTSL1 inh -2, core dimer inh 4, TPT1 inh 0, Efflux pump inh 1.9, JMJD2C inh 27, procasp7 counter 5 and PP5 primary -0.7.
For COc1ccccc1-c1cc(C(=O)NCc2cccs2)no1 the results were PP1 counter 4, proCasp3 act 2, Fh CTSL1 inh -2, core dimer inh 4, TPT1 inh -3, Efflux pump inh -0.1, JMJD2C inh 0, procasp7 counter -6 and PP5 primary 2.4.
`Cc1ccc(S(=O)(=O)N(CCC(=O)O)Cc2ccc(Cl)cc2)cc1` gave PP1 counter 1, proCasp3 act 1, Fh CTSL1 inh -2, core dimer inh 1, TPT1 inh 0, Efflux pump inh -0.1, JMJD2C inh -21, procasp7 counter 5 and PP5 primary -0.8.
COC(=O)C1CCN(C(c2cc(OC)c(OC)c(OC)c2)c2sc3nc(C)nn3c2O)CC1 (stereo not given) was read as PP1 counter -2, proCasp3 act 7, Fh CTSL1 inh 0, core dimer inh -11, TPT1 inh 3, Efflux pump inh 0.0, JMJD2C inh -2, procasp7 counter 4 and PP5 primary -2.2.
Screening CCn1c(SCC(=O)Nc2cc(C)on2)nnc1-c1cccc(C)c1 returned PP1 counter -2, proCasp3 act 5, Fh CTSL1 inh 3, core dimer inh 3, TPT1 inh 2, Efflux pump inh 0.0, JMJD2C inh 4, procasp7 counter 3 and PP5 primary 0.6.
`CC(C)[C@H](CN(N=O)[C@@H](Cc1ccccc1)CN(C)N=O)N(CCc1ccccc1)N=O` gave PP1 counter 4, proCasp3 act -7, Fh CTSL1 inh 3, core dimer inh 6, TPT1 inh -3, JMJD2C inh 0, procasp7 counter 4 and PP5 primary 2.5.
Screening N#C/C(=C\c1c(N2CCCCC2)nc2ccccn2c1=O)C(=O)NC1CCS(=O)(=O)C1 (stereo not given) returned PP1 counter -3, proCasp3 act -8, Fh CTSL1 inh -1, core dimer inh -1, TPT1 inh 1, Efflux pump inh 0.1, JMJD2C inh 0, procasp7 counter -6 and PP5 primary 1.3.
`CCOc1ccc(C(=O)CCC(=O)N2CCN(c3ccccc3O)CC2)cc1` gave proCasp3 act 1, Efflux pump inh -0.3, JMJD2C inh -2 and procasp7 counter -1.
`CC(C)(C)OC(=O)CNC(=O)c1[nH]cnc1C(=O)N[C@@H](CCCCNC(=O)OC(C)(C)C)C(=O)OC(C)(C)C` gave PP1 counter 6, proCasp3 act 7, Fh CTSL1 inh 1, core dimer inh -14, TPT1 inh 2, Efflux pump inh 0.1, JMJD2C inh -2&11, procasp7 counter -7 and PP5 primary 7.9.
Screening C[C@H](CO)N1C[C@H](C)[C@@H](CN(C)C(=O)Nc2ccccc2)Oc2c(NC(=O)Nc3ccccc3)cccc2C1=O returned proCasp3 act 1, Efflux pump inh -0.4, JMJD2C inh -8 and procasp7 counter -1.
Screening Cc1cccc(NC(=O)/C=C/c2ccc(Cl)cc2)n1 returned PP1 counter 0, proCasp3 act 2, Fh CTSL1 inh 0, core dimer inh -9, TPT1 inh -1, Efflux pump inh 0.0, JMJD2C inh 1, procasp7 counter -4 and PP5 primary 0.7.
`Cc1cc(C)c2nc(N3CCC(C(=O)NCC4CCCO4)CC3)sc2c1` (stereo not given) gave PP1 counter 3, proCasp3 act 4, Fh CTSL1 inh -2, core dimer inh 7, TPT1 inh -4, Efflux pump inh -0.1, JMJD2C inh -10, procasp7 counter 9 and PP5 primary 0.6.
For CCOC(=O)/C(C#N)=C/c1cn(CCC(=O)O)nc1-c1cccc(Br)c1 the results were PP1 counter 0, proCasp3 act 10, Fh CTSL1 inh 2, core dimer inh 0, TPT1 inh -5, Efflux pump inh 0.0, JMJD2C inh 4, procasp7 counter 4 and PP5 primary -0.5.
Screening Cc1ccc2[nH]cc(CCCN3C(=O)c4ccccc4C3=O)c2c1 returned PP1 counter 3, proCasp3 act -6, Fh CTSL1 inh 0, core dimer inh 10, TPT1 inh 0, Efflux pump inh -0.3, JMJD2C inh -2, procasp7 counter -3 and PP5 primary 1.5.
COc1cc(CNC(C)C23CC4CC(CC(C4)C2)C3)ccc1OCC(=O)NC(C)(C)C (stereo not given) was read as PP1 counter -2, proCasp3 act 6, Fh CTSL1 inh 4, core dimer inh 0, TPT1 inh -1, Efflux pump inh -0.1, JMJD2C inh -8, procasp7 counter 9 and PP5 primary -1.0.

Outcome played no part in choosing rows, and some 2.9% of all compounds hit somewhere here.
